RMI FANCM FP: RMI-FANCM interaction inhibition. Fluorescence polarization, RMI core complex with F-MM2 peptide; active compounds read low. FP signal (polarization) at 33 µM. actives 0.58% (n = 70,000). AID 1159607; in the data active = FP signal below about 40; also: inactives centre near 61; strong numbers were not always called active; unit not given here
Active calls of the source: *; & = joins results of further samples. Some of the compounds tested, so the mix of outcomes need not match the whole.

SMILES	RMI FANCM FP
CCOC(=O)/C(C#N)=C/NCCc1ccncc1	52
O=C(CCCS(=O)(=O)c1ccc(Cl)cc1)Nc1nc2ccc([N+](=O)[O-])cc2s1	54
COC(=O)c1nnn(-c2ccc(Br)cc2F)c1C(=O)OC	63
O=S(=O)(NCC1CCN(C2CCCC2)CC1)c1cccs1	71
COC(=O)c1sc(=Nc2c(C)n(C)n(-c3ccccc3)c2=O)n(Cc2ccco2)c1C	63
CCCOc1ccc(S(=O)(=O)NC2CC(C)(C)NC(C)(C)C2)cc1C	78
O=S(=O)(NCC1CCN(Cc2cccs2)CC1)c1cc(F)ccc1F	76
COc1ccc(CCNC(=O)CS(=O)(=O)c2ccc(Cl)s2)cc1OC	68
O=c1[nH]c(O)c(N=Nc2ccccc2)s1	57
O=C(Nc1cccc(-c2nc3ccccc3[nH]2)c1)c1ccc(Br)s1	145
FC(F)Oc1ccc(/C=N\Nc2ccc(C(F)(F)F)cn2)cc1	54
O=C(NCCSCc1ccc(Cl)cc1)c1ccco1	59
COc1cccc(C=Nc2cccc3c(=O)[nH][nH]c(=O)c23)c1O	98
CN(C)CCCN(C(=O)c1ccc(S(=O)(=O)N2CCCCCC2)cc1)c1nc2ccc(F)cc2s1	101
O=C(O)CN1C(=O)/C(=C/c2ccc(-c3ccccc3F)o2)SC1=S	224
CC(C)C(=O)N1CCCc2ccc(N)cc21	68
COc1ccc(C)cc1S(=O)(=O)N1CCN(S(=O)(=O)c2cc(C)ccc2OC)CC1	61
O=C(Nc1ccc(N2CCOCC2)cc1)C1COc2ccccc2O1 (stereo unspecified)	62
O=S(=O)(Nc1ccc(-c2ccc3nncn3n2)cc1)c1ccccc1Cl	65
COC(=O)c1ccccc1NC(=O)c1cnc2cc(C)ccn2c1=O	134
CCOc1ccccc1NC(=O)c1csc2c1CCCC2	61
COc1ccc(OC)c(Nc2nc(CC(=O)NCc3ccc(F)cc3)cs2)c1	64
CCn1c(Cc2cccs2)nc2ccccc21	64
COc1cccc(CNC(=O)Cn2c(=O)n(Cc3ccccc3Cl)c(=O)c3nccnc32)c1OC	66
COC(=O)c1ccc(S(=O)(=O)Oc2ccccc2N2CCOCC2)o1	55

The list goes on; it opens with the six that closed the last part.
SMILES	RMI FANCM FP
COC(=O)c1ccccc1NC(=O)c1cnc2cc(C)ccn2c1=O	134
CCOc1ccccc1NC(=O)c1csc2c1CCCC2	61
COc1ccc(OC)c(Nc2nc(CC(=O)NCc3ccc(F)cc3)cs2)c1	64
CCn1c(Cc2cccs2)nc2ccccc21	64
COc1cccc(CNC(=O)Cn2c(=O)n(Cc3ccccc3Cl)c(=O)c3nccnc32)c1OC	66
COC(=O)c1ccc(S(=O)(=O)Oc2ccccc2N2CCOCC2)o1	55
CC1CCc2c(sc3nc(SCCC(=O)Nc4ccc(F)cc4)n(-c4ccccc4)c(=O)c23)C1 (stereo unspecified)	78
CCCc1nn(C(=O)c2ccco2)cc1C(=O)OCC	61
CCOc1ccc(S(=O)(=O)N(C(=O)c2ccccc2)c2ccc(OC(=O)c3ccccc3)cc2)cc1	78
O=C(NCc1ccc2c(c1)OCO2)C(=O)NCC(c1ccsc1)N1CCc2ccccc2C1 (stereo unspecified)	65
O=C(CCc1ccccc1)Nc1nnc(SCC(=O)N2CCOCC2)s1	59
CCc1ccc(S(=O)(=O)Nc2cc(-c3cn4nc(OC)ccc4n3)ccc2OC)s1	71
Cc1cc(C(=O)Nc2ccccc2S(C)(=O)=O)nn1C	68
CC(NC(=O)c1ccccc1)C(=O)O (stereo unspecified)	57
N#Cc1c(F)cccc1Sc1ccc(Cl)cc1	57
CCOc1cc(-c2ccc(C)cc2)nc2ccc(C(=O)N3CCN(CC)CC3)cc12	63
CSc1nnc(C2CC2)n1-c1cccc(Cl)c1	55&50
O=C(Nc1nc2c(Cl)c(Cl)ccc2s1)c1ccc([N+](=O)[O-])s1	58
O=C(NCC1CCN(C2CCCC2)CC1)c1ccc(Cl)cc1	77
C=CCN(CC=C)S(=O)(=O)c1ccc(-c2nc3ccccc3s2)cc1	80
O=C(Nc1cc(F)ccc1F)NC1CC(=O)N(c2ccc(Cl)cc2)C1 (stereo unspecified)	62
CCOc1ccc(S(=O)(=O)N2c3ccccc3CC2C)cc1 (stereo unspecified)	59
Cc1ccc(C(=O)N2CCN(Cc3nc(C4CC4)cs3)CC2)cc1C	60
Nc1nc(Cl)nc2c1ncn2[C@H]1C[C@H](O)[C@@H](CO)O1	58
CC(C)c1ccc(CC(=O)N2CC(=O)Nc3ccccc32)cc1	56
Cc1nn(C(=O)C2CCCC2)c(C)c1S(=O)(=O)N1CCCCC1	56
COc1ccc(/C=C2\SC(c3ccccc3)=NC2=O)cc1	104
CCOC(=O)c1sc(NC(=O)CS(=O)(=O)c2ccc(Cl)cc2)nc1C	64
COc1cccc(COc2cn(C)c(C(=O)NCCc3c[nH]c4ccccc34)cc2=O)c1	56
CCc1nnc(-c2cccc(OCC(=O)NCc3ccc(C)cc3)c2)o1	71
C[C@H](NC(CCc1ccccc1)C(=O)O)C(=O)N1CCC[C@H]1C(=O)O (stereo partly specified)	34*

Of the compounds above, two have a nitro group on carbon:
SMILES	RMI FANCM FP
O=C(CCCS(=O)(=O)c1ccc(Cl)cc1)Nc1nc2ccc([N+](=O)[O-])cc2s1	54
O=C(Nc1nc2c(Cl)c(Cl)ccc2s1)c1ccc([N+](=O)[O-])s1	58

Other structures.
SMILES	RMI FANCM FP
O=C(Nc1ccc2c(c1)N(C(=O)c1ccco1)CCC2)c1ccc(Br)cc1	61
CCOCCn1c(=NC(=O)CSCC(=O)Nc2cc(C)on2)sc2cc(OC)ccc21	72
O=C(Cc1c(O)c2ccccc2oc1=O)c1ccc2c(c1)OCCO2	83
O=S(=O)(Cc1ccc(F)cc1)NCC1(c2cccs2)CCCC1	68
Cc1cc(=O)oc2cc(O)c(O)cc12	10*
CN(CCC#N)c1ccc(/C=C/C(=O)c2ccc(Cl)s2)cc1	58
COc1ccccc1OCC(=O)Nc1cc(C)nn1-c1nc(C)cc(=O)[nH]1	71
CN(C)c1cccc(N(C)C)c1CNC(=O)C(Cl)(Cl)Cl	56
CCOCCn1c(=NC(=O)c2cc3ccccc3cc2OC)sc2cc(Br)ccc21	59
CCOC(=O)c1c(C)oc2c1c(C=NC1CC(C)(C)NC(C)(C)C1)c(O)c1ccccc12	8*
O=S(=O)(c1ccc2c(c1)OCCCO2)N(Cc1ccccn1)Cc1ccccn1	48
CCOC(=O)c1cnn(C)c1NS(C)(=O)=O	63
CS(=O)(=O)c1ccc(C(=O)Nc2ccccc2)cc1	59
O=c1c2c3c(sc2nc(SCSc2nc4sc5c(c4c(=O)n2-c2ccc(Cl)cn2)CCCC5)n1-c1ccc(Cl)cn1)CCCC3	60
Cc1nn(-c2nc3c(c(=O)n(Cc4c(F)cccc4Cl)c(=O)n3C)n2C)c(C)c1C	57
CCN1CCN(C(=O)NC(C(=O)N[C@@H]2C(=O)N3[C@@H]2SC(C)(C)[C@@H]3C(=O)O)c2ccccc2)C(=O)C1=O (stereo partly specified)	63
CCOC(=O)c1ccc(Nc2nn3c(=O)c4cc(C)ccc4nc3s2)cc1	67
N#CC(C#N)=NNc1cccc(F)c1C#N	51
CCc1ccc(S(=O)(=O)NCCNC(=O)c2ccc(NC(=O)C(C)(C)C)cc2)s1	61
O=C(NCc1ccc(Cl)cc1)c1ccc(=O)n(Cc2cccc(F)c2)n1	58
CCOc1cccc2sc(N(CCCN(C)C)C(=O)c3ccn(C)n3)nc12	80
COc1ccc(-c2c(C#N)c(SCc3ccc4c(c3)OCO4)nc3c2C(=O)CC(C)(C)C3)cc1	78
O=C(Nc1ccc(-c2ccc(N3CCCCCC3)nn2)cc1)c1ccco1	58
CS(=O)(=O)n1cc(C(=O)C(F)F)c2ccccc21	46
O=C(c1cccc(C(F)(F)F)c1)N1CCN(Cc2nc(-c3cccs3)cs2)CC1	61
SMILES	RMI FANCM FP
COc1ccc(-n2nc(C(=O)Oc3ccc([N+](=O)[O-])cc3)c3ccccc3c2=O)cc1	61
Cc1ccc(-c2cc3c(SCc4cccc(Cl)c4)nccn3n2)cc1C	69
COc1ccc(N2CCN(Cc3cc(=O)oc4c3ccc3ccccc34)CC2)cc1	59
CCCS(=O)(=O)N1CCC(c2nnc(C(C)C)o2)CC1	58
N#CSCc1ccccc1[N+](=O)[O-]	60
Cc1nn(-c2nc(C)c(C)c(=O)[nH]2)c(C)c1CCC(=O)NCc1ccc2c(c1)OCO2	59
S=c1[nH]nc(COc2ccccc2)n1Cc1ccco1	59
Cc1cccc(-c2noc(-c3cn[nH]c3-c3ccccc3)n2)c1	86
COc1ccc(-n2ccnc2SCC(=O)Nc2cccc3ccccc23)cc1	60
O=C(Cn1cnc2c(-c3ccc(Cl)cc3)csc2c1=O)Nc1ccc(F)cc1F	101
CCOC(=O)c1sc(NC(=O)c2cccc(Cl)c2)c(C(=O)OCC)c1C	67
Cc1cc(C)c(S(=O)(=O)N2CCN(C(=O)Cc3ccccc3)CC2)c(C)c1	69
COCCn1c(C)cc(C(=O)CSc2nnc3c(C)cc4ccccc4n23)c1C	63
N#Cc1c2c(c(NCCN3CCCCCC3)n3c1nc1ccccc13)CCCC2	71
CCOC(=O)CCC(=O)NCc1n[nH]c(=O)c2ccccc12	54
COC(=O)c1c(-c2c(Cl)cccc2Cl)noc1NC(=O)NNc1c(Cl)cccc1Cl	59
Cc1ccccc1-c1nsc(SCC(N)=O)n1	115
Cc1ccc(N)cc1S(=O)(=O)N1CCCCC1	57
NC(=O)Cc1csc(NC(=O)c2ccc(=O)[nH]c2)n1	75
O=S(=O)(NCC1CCCO1)c1ccc(Oc2ccccc2)cc1 (stereo unspecified)	54
CCCN(CCC)S(=O)(=O)c1ccc(C(=O)Nc2sc3c(c2C(N)=O)CCCC3)cc1	81
CCOC(=O)c1ccc(NC(=O)CSc2nc3c(-c4ccccc4)c[nH]c3c(=O)n2C(C)C)cc1	65
CCc1ccc(NC(=O)Cn2cccc(-c3nc(-c4ccc(Cl)cc4)no3)c2=O)cc1	108
c1ccc2c(c1)Nc1nc3ccccc3nc1O2	57
O=c1cc(CSc2ncccn2)occ1O	72

Three compounds already listed, ordered by the number in RMI FANCM FP, high to low.
SMILES	RMI FANCM FP
O=C(O)CN1C(=O)/C(=C/c2ccc(-c3ccccc3F)o2)SC1=S	224
O=C(NCc1ccc2c(c1)OCO2)C(=O)NCC(c1ccsc1)N1CCc2ccccc2C1 (stereo unspecified)	65
CN(CCC#N)c1ccc(/C=C/C(=O)c2ccc(Cl)s2)cc1	58

Marked active in RMI FANCM FP, among the entries above:
SMILES	RMI FANCM FP
C[C@H](NC(CCc1ccccc1)C(=O)O)C(=O)N1CCC[C@H]1C(=O)O (stereo partly specified)	34*
Cc1cc(=O)oc2cc(O)c(O)cc12	10*
CCOC(=O)c1c(C)oc2c1c(C=NC1CC(C)(C)NC(C)(C)C1)c(O)c1ccccc12	8*

Additional structures follow:
SMILES	RMI FANCM FP
Cc1occc1C(=O)C(C#N)=C1SCCCS1	58
Cc1cc2c(N3CCN(CCO)CC3)ncnc2s1	63
COc1ccc(Cl)c2sc(N3CCN(C(=O)c4ccc5c(c4)OCCO5)CC3)nc12	55
N#CCSCC(=O)NCCc1ccccc1	60
CC(=O)N1CCc2ccc(NC(=O)c3ccc(-c4ccccc4)cc3)cc2C1	68
C#CCn1c(=NC(=O)c2ccc(S(C)(=O)=O)cc2)sc2cc(F)ccc21	93
Cn1c(Sc2ncc([N+](=O)[O-])s2)n[nH]c1=O	53
O=C(Nc1nnc(C2=COCCO2)o1)c1cccc([N+](=O)[O-])c1	69
O=C(Cc1csc(Nc2ccccc2)n1)NCc1ccccc1Cl	63
Cc1ccc(-c2ccc(S(=O)(=O)N3CCN(c4ccccc4F)CC3)cc2)cc1	72
COCCNc1oc2c(c1-c1ccc([N+](=O)[O-])cc1)c(=O)oc1c(C)cccc12	66
O=C(Nc1nnc(C2=COCCO2)o1)c1ccc(Br)cc1	71
CC(C)(C)c1ccc(C(=O)Nc2sc3c(c2C#N)CCCCC3)cc1	78
N#Cc1c(N2CCCC2)nsc1-c1ccccc1	63
CCCCOc1ccccc1-c1cc2c(SCC(=O)Nc3ccc(C#N)cc3)nccn2n1	112
O=C(Cc1csc(NC(=O)C2CC2)n1)Nc1cccc(F)c1	54
O=C(O)CCc1ccc(OCc2ccccc2)cc1	55
Cc1cccc(C)c1NC(=S)NCC1CCC(CNC(=S)Nc2c(C)cccc2C)CC1 (stereo unspecified)	59
O=C(OCc1sccc1Oc1ccccc1)c1ccc(Cl)cc1	63
COc1coc(C(=O)Nc2ccc(C)c(F)c2)cc1=O	61
COCCNC(=O)Cn1nc(-c2cccs2)c2sc(N3CCCC3)nc2c1=O	65
O=C1c2ccccc2C(=O)N1Nc1ccccc1	62
O=C(Cc1csc(NC(=O)c2ccccc2)n1)NCc1cccnc1	56
O=C(CCSc1ccc2ccccc2n1)NCCc1ccccc1	70
N#Cc1nc(-c2ccc(S(=O)(=O)N3CCc4ccccc4C3)cc2)oc1NCC1CCCO1 (stereo unspecified)	68
SMILES	RMI FANCM FP
CCCC(=O)O[C@]1(C(=O)CO)CCC2[C@@H]3CCC4=CC(=O)CC[C@]4(C)C3[C@@H](O)C[C@@]21C (stereo partly specified)	56
O=[N+]([O-])c1cc(C(F)(F)F)cc2c1nc1ccccn12	60
COc1ccc(OC)c(S(=O)(=O)NCCC23CC4CC(CC(C4)C2)C3)c1	62
O=C(Cc1ccc(F)cc1)N(CCn1cccn1)c1nc2ccccc2s1	76
Cc1ccc(N2C(=O)C=CC2=O)c([N+](=O)[O-])c1	-7*
Cc1ccc2cc(C3CC(c4ccc(Br)cc4)=NN3C(=O)c3ccc(Br)cc3)c(=O)[nH]c2c1 (stereo unspecified)	55
Cn1c(O)c(N=Nc2nc3c(c(=O)n(Cc4ccc(Cl)cc4)c(=O)n3C)n2C)c(=O)n(C)c1=O	67
CC(C)OC(=O)NC(Nc1ccccc1C(=O)O)(C(F)(F)F)C(F)(F)F	55
Cc1ccc(-c2csc(NC(=O)c3ccnn3C)n2)cc1C	67
O=C(CN1CCN(Cc2nc(-c3cccs3)cs2)CC1)N1CCOCC1	59
Cc1nn(CC(=O)N2CCCc3ccccc32)c(=O)c2c1cnn2C(C)(C)C	65
CC1CCCN(C(=O)C(=O)c2cn(CC(=O)N3CCCC3)c3ccccc23)C1 (stereo unspecified)	64

Compound activity deposited in PubChem BioAssay by Small Molecule Screening Facility, UW Madison.
